AHR activator: AHR activators, primary screen, cell-based, luminescence, luciferase reporter, human; AHR-responsive luciferase reporter cells; activation, % at 5 µM; AID 2796, 2010; Aryl hydrocarbon receptor (Homo sapiens), P35869; 320,000 tested, 2.5% active; in the data active = activation above about 47%;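 note: 0% = vehicle wells and 100% = reference agonist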
Target sequence (P35869 whole entry, looked up): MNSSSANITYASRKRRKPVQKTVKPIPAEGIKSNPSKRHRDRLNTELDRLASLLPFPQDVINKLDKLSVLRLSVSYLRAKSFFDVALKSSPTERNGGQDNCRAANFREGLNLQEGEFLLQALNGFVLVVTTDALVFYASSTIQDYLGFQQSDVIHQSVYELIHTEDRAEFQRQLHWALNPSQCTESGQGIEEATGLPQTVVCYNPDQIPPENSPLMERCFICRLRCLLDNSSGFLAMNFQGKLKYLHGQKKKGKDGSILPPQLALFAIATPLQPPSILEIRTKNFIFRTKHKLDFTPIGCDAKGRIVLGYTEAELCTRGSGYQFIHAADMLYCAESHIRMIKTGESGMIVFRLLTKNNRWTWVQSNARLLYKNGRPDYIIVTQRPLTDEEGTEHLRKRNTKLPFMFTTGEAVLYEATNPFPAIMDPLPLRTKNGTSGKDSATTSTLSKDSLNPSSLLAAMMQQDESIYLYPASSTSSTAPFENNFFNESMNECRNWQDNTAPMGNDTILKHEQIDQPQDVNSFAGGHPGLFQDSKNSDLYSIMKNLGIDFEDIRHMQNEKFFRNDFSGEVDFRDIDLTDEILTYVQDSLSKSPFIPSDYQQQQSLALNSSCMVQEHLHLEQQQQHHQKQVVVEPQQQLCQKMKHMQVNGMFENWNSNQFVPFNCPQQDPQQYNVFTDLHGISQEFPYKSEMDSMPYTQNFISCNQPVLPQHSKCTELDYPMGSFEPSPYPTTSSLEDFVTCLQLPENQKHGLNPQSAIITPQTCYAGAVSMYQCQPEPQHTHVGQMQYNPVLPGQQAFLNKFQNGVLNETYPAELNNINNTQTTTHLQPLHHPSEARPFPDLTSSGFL
CIT2 TOR yeast: modulators of CIT2-GFP expression in yeast, primary screen, S. cerevisiae, GFP fusion, multiplex flow cytometry, MLPCN library. 320,000 tested, 0.065% active. GFP response vs DMSO, % at 10 µM. AID 2029, 2009. S. cerevisiae CIT2-GFP strain, 3 h; 100 means same as DMSO wells;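 active = GFP response relative to DMSO above a set limit, near the screen mean plus 3 SD, cut at about 150% in these data; inconclusive = Fewer than 70 cells measured for a yeast strain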;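 note: ratio of well median GFP fluorescence to mean of DMSO wells on the plate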
AGP1 TOR yeast: modulators of AGP1-GFP expression in yeast TOR pathway, primary screen, cell-based, multiplex flow cytometry, S. cerevisiae, MLPCN library | 3 h; GFP as percent of DMSO wells | GFP response vs DMSO, % at 10 µM | 320,000 tested, 0.02% active;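 active = GFP response relative to DMSO above a set limit, near screen average plus 3 SD, cut at about 150% in these data; inconclusive = fewer than 70 cells counted for the yeast strain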;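 note: median GFP channel fluorescence of the gated AGP1 strain per well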
MEP2 TOR yeast: modulators of MEP2-GFP levels in yeast, primary screen, S. cerevisiae, multiplex flow cytometry, MLPCN library. S. cerevisiae MEP2-GFP strain, 3 h; 100% = DMSO control level. GFP response vs DMSO, % at 10 µM. 330,000 tested, 0.51% active. AID 2016, 2009;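 active = GFP response versus DMSO above a set limit, roughly screen mean plus 3 SD, cut at about 180% in these data; inconclusive = fewer than 70 cells counted for a yeast strain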;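 note: median GFP fluorescence of the barcode-gated MEP2-GFP cells per well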
LAP4 TOR yeast: modulators of LAP4-GFP expression in yeast, primary screen, S. cerevisiae, multiplex flow cytometry, MLPCN library | 3 h; median GFP as percent of DMSO wells | AID 2023, 2009 | 320,000 tested, 0.34% active | GFP response vs DMSO, % at 10 µM;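 active = GFP response vs DMSO above a set limit, about the screen mean plus 3 SD, cut at about 150% in these data; inconclusive = under 70 cell events counted for the yeast strain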
RPL19A-GFP yeast: RPL19A-GFP expression modulators in yeast, primary screen, cell-based, S. cerevisiae, multiplex flow cytometry, MLPCN; S. cerevisiae RPL19A-GFP strain, 3 h; active compounds read low; percent response vs DMSO, % at 10 µM; 330,000 tested, 0.3% active; AID 2025, 2009;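 active = percent response vs DMSO below 50%; inconclusive = fewer than 70 events counted for the yeast strain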;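 note: median channel GFP fluorescence of the barcoded RPL19A-GFP strain; ratio of sample median GFP to plate DMSO average so 100% = DMSO; lower means less RPL19A-GFP as with rapamycin TOR inhibition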
CR mimetic SO: reduction of superoxide in aged yeast, primary screen, HTS | 330,000 tested, 0.18% active | AID 2690, 2010 | superoxide response (% of plate mean), % at 10 µM | S. cerevisiae aged cells, superoxide DHE fluorescence; active compounds read low;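 active = superoxide response under a set limit, about three screen SD below normal, cut at about 65% in these data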;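 note: yeast aged for seven days with compound at 30 °C before DHE staining; 100% = average MFI of all compound-treated wells on the plate with controls excluded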
Efflux pump mplx: inhibitors of Candida efflux pumps in yeast, primary screen, S. cerevisiae, Nile Red, multiplex; S. cerevisiae Candida pump triplex; inhibition, % at 10 µM; 330,000 tested, 0.44% active; AID 485275, 2010;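 active = plate passing quality check with inhibition over a set limit, or well fluorescence over plate mean plus 4 SD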;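 note: Nile Red retained in pooled yeast measured as flow cytometry median fluorescence; 0% = buffer negative control and 100% = Enniatin B positive control; higher means more Nile Red kept so more efflux inhibition; some compounds called inactive have numbers as strong as hits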
* = called active by the depositor; ? = inconclusive; [ ] = another dose, or the depositor's remark.

SMILES | AHR activator | CIT2 TOR yeast | AGP1 TOR yeast | MEP2 TOR yeast | LAP4 TOR yeast | RPL19A-GFP yeast | CR mimetic SO | Efflux pump mplx
COc1cc(/C=C2\C(=N)N3N=CSC3=NC2=O)cc(Br)c1OC(=O)c1ccco1 | 0.0 | 105.1 | 102.5 | 104.2 | 92.9 | 107.1 | 92.8 | 0.0
COc1ccc(NS(=O)(=O)c2cc(NC(=O)c3ccco3)ccc2N2CCCCC2)cc1 | 7.4 | 92.8 | 92.6 | 100.7 | 104.6 | 102.9 | 104.2 | 0.3
O=S1(=O)CC=C(CSC(=S)NC2CCS(=O)(=O)C2)C1 (stereo not drawn) | 0.0 | 102.2 | 102.9 | 100.1 | 98.9 | 99.0 | 106.0 | -0.2
CCOC(=O)C(=N/O)/C(C)=N/NC(C)=O | 1.1 | 93.5 | 100.7 | 100.9 | 103.1 | 99.8 | 109.1 | 0.0
CN(C)CCNC(=O)C(=O)NCC1OCCCN1S(=O)(=O)c1cccs1 (stereo not drawn) | 1.0 | 109.5 | 107.5 | 100.2 | 97.0 | 104.6 | 97.8 | 0.1
O=C(Nc1ccc(N2CCCCC2)cc1)c1ccc(F)cc1 | -4.3 | 99.3 | 102.2 | 105.0 | 95.5 | 99.6 | 114.2 | -0.2
CSc1nc(-c2ccc(Cl)cc2)c(C#N)c(=O)n1C | 2.2 | 100.0 | 95.3 | 116.5 | 90.9 | 109.4 | 120.5 | -0.1
CC1CCN(C(=O)C(=O)Nc2sc3c(c2C(=O)O)CC(C)(C)OC3)CC1 | -0.9 | 101.3 | 100.7 | 100.0 | 90.7 | 101.2 | 96.1 | -0.1
Cc1ccc(NC(=S)N(CCN(C)C)Cc2cccs2)cc1 | 0.8 | 100.0 | 104.2 | 100.2 | 97.7 | 102.8 | 100.7 | 0.1
CC(C)CCNC(=O)C1CC(c2ccccc2[N+](=O)[O-])=NO1 (stereo not drawn) | 29.1 | 92.2 | 103.0 | 103.5 | 107.5 | 100.1 | 101.9 | 0.0
Cc1cc(NC(=O)c2ccc3c(c2)C(=O)N(C2CCCCC2)C3=O)no1 | -1.7 | 106.5 | 102.9 | 104.9 | 97.8 | 98.8 | 103.7 | 0.0
O=C(N/N=C/c1ccc(O)cc1)c1csc2ccccc12 | 6.4 | 104.6 | 104.6 | 108.3 | 99.6 | 100.8 | 109.5 | 0.0
Cc1ccc(-n2nc3c(=O)n(CCCC(=O)NCc4ccc(Cl)cc4)nc(C)c3c2C)cc1 | 0.5 | 86.9 | 90.1 | 95.0 | 96.9 | 90.1 | 118.6 | 0.9
CCOCCCNC(=O)C(NC(=O)Cc1c[nH]c2ccccc12)c1ccc(OC)cc1 (stereo not drawn) | 9.6 | 91.9 | 97.7 | 95.3 | 93.4 | 98.4 | 100.8 | 0.2
O=C(COC(=O)Cn1cnc2ccccc21)Nc1cc2c(cc1Cl)C(=O)c1ccccc1C2=O | 83.6* | 95.2 | 94.8 | 92.3 | 97.7 | 93.6 | 151.8 | 0.0

2 neighbouring compounds from above, for reference:
SMILES | AHR activator | CIT2 TOR yeast | AGP1 TOR yeast | MEP2 TOR yeast | LAP4 TOR yeast | RPL19A-GFP yeast | CR mimetic SO | Efflux pump mplx
CCOCCCNC(=O)C(NC(=O)Cc1c[nH]c2ccccc12)c1ccc(OC)cc1 (stereo not drawn) | 9.6 | 91.9 | 97.7 | 95.3 | 93.4 | 98.4 | 100.8 | 0.2
O=C(COC(=O)Cn1cnc2ccccc21)Nc1cc2c(cc1Cl)C(=O)c1ccccc1C2=O | 83.6* | 95.2 | 94.8 | 92.3 | 97.7 | 93.6 | 151.8 | 0.0

(cont.)
SMILES | AHR activator | CIT2 TOR yeast | AGP1 TOR yeast | MEP2 TOR yeast | LAP4 TOR yeast | RPL19A-GFP yeast | CR mimetic SO | Efflux pump mplx
Cc1ccc(C)c(OCCN2C(=O)NC3(CCc4ccccc4C3)C2=O)c1 (stereo not drawn) | 4.0 | 102.4 | 101.8 | 101.6 | 95.6 | 103.9 | 101.5 | -0.1
CC1CCN(c2cc(N3CCOCC3)c(F)cc2[N+](=O)[O-])CC1 | 1.2 | 96.2 | 93.2 | 98.9 | 86.4 | 96.5 | 110.7 | -0.1
CCC1Oc2ccc(C)cc2N(CC(=O)N(Cc2ccc(C)o2)C2CCCC2)C1=O (stereo not drawn) | 11.2 | ? | ? | ? | ? | 57.2[may fluoresce violet] | 96.5 | 0.6
Nc1c(N(CCC2=CCCCC2)C(=O)COc2ccc(F)cc2)c(=O)[nH]c(=O)n1Cc1ccccc1 | -0.1 | 105.0 | 112.7 | 100.7 | 103.6 | 100.2 | 153.4 | 0.2
CCCCCCCN1C(Nc2ccccc2)=NC[C@@H]1CC(C)C | -1.1 | 68.5 | 76.0 | 94.9 | 110.3 | 93.3 | 112.6 | 0.3
Cc1cccc(NC(=O)Nc2ccc(S(N)(=O)=O)cc2)c1 | 6.3 | 87.5 | 99.2 | 98.0 | 101.8 | 92.4 | 103.8 | 0.1
CCC(C(=O)Nc1nnc(-c2ccco2)s1)c1ccccc1 (stereo not drawn) | 1.3 | 121.2 | 105.2 | 111.4 | 110.5 | 104.3 | 126.6 | -0.1
NC1=NC(=O)CC(C(=O)NCCc2ccccc2)S1 (stereo not drawn) | 3.1 | 98.9 | 96.1 | 94.8 | 94.7 | 96.1 | 93.6 | 0.1
Cc1cc(C)nc(NC(=O)c2ccccc2O)n1 | 45.1 | 104.3 | 103.0 | 98.5 | 94.9 | 99.9 | 100.0 | -0.1
Cc1ccc(NC(=O)C2(c3ccc([N+](=O)[O-])cc3)CCCC2)cc1 | 2.9 | 101.2 | 96.6 | 100.2 | 86.6 | 103.1 | 96.1 | 0.0
C/C(N)=C(/C#N)C(=O)COC(=O)c1cc(S(=O)(=O)N2CCCCC2)ccc1C | 0.4 | 97.4 | 97.0 | 98.7 | 102.5 | 96.0 | 104.7 | -0.1
Cc1ccc(CSc2nc3ccsc3c(=O)n2Cc2ccccn2)cc1 | 1.5 | 94.0 | 102.4 | 112.2 | 99.5 | 87.5 | 95.1 | -0.9
O=C(CCn1cnc2ccccc21)N/N=C/c1ccccc1O | 3.1 | 95.3 | 100.4 | 109.4 | 107.1 | 97.6 | 86.6 | -0.1
CC(=NCCN1CCN(C(=S)Nc2ccccc2)CC1)C1=C(O)CC(C)(C)CC1=O | 0.0 | 93.6 | 92.9 | 100.0 | 95.5 | 96.2 | 106.8 | -0.1
COc1ccc(Nc2ncnc3ccc(C)cc23)cc1 | 55.2* | 101.7 | 101.6 | 99.4 | 96.0 | 102.9 | 92.0 | 0.0
CCC(C)NC(=O)Cn1cnc2sc(C)cc2c1=O (stereo not drawn) | 10.1 | 95.4 | 91.8 | 95.8 | 92.9 | 100.6 | 91.0 | -0.1
O=C(c1ccc(F)c(S(=O)(=O)N2CCOCC2)c1)N1CCN(c2ccc(F)cc2)CC1 | 1.6 | 97.2 | 92.7 | 89.8 | 83.4 | 94.0 | 125.2 | 0.2
CCOC(=O)c1cnn(-c2nc(OCC)cc(OCC)n2)c1C | 3.0 | 106.8 | 98.1 | 107.5 | 103.2 | 103.1 | 95.3 | -0.1
O=C(CN1CCN(Cc2ccccc2)CC1)Nc1ccc(Cl)cn1 | 5.0 | 108.8 | 110.1 | 110.0 | 95.4 | 101.2 | 99.5 | 0.0
Cc1ccc2nc(SCC(=O)Nc3cccc(S(N)(=O)=O)c3)[nH]c2c1 | 16.9 | 94.6 | 95.9 | 98.7 | 101.5 | 98.1 | 99.0 | 0.1
CCn1c(=O)c(=O)[nH]c2cc(C(=O)NCc3ccc(F)cc3)ccc21 | 1.3 | 90.1 | 95.6 | 115.5 | 84.5 | 95.5 | 102.8 | -0.2
COc1cc(CC(NC(C)=O)C(=O)NC2CCN(c3c4c(nc5ncnn35)CCC4)CC2)cc(OC)c1 (stereo not drawn) | -0.1 | 96.9 | 83.7 | 64.9 | 102.3 | 92.5 | 115.2 | 0.0
CSc1ccc(CCNC(=O)C2CCCN(S(=O)(=O)N3CCOCC3)C2)cc1 (stereo not drawn) | 6.1 | 91.3 | 100.5 | 99.8 | 96.0 | 94.6 | 115.9 | 0.1
CCOC(=O)/C(=C/c1c2ccccc2cc2ccccc12)NC(=O)c1ccccc1 | 5.7 | 97.1 | 106.3 | 97.5 | 90.9 | 99.8 | 92.7 | -0.1
CCNC(=S)NNC(=O)c1cc(C)on1 | -0.8 | 102.0 | 99.6 | 96.5 | 102.0 | 93.6 | 94.6 | -0.1
COCCCN1C(=O)c2ccc(C(=O)Nc3ccc(C)cc3C)cc2C1=O | 3.9 | 94.8 | 92.3 | 97.4 | 100.6 | 101.1 | 98.0 | -0.1
COc1cc(C(CC(=O)N2CCN(c3ccccc3)CC2)c2c(OC)cc(OC)c3ccc(=O)oc23)cc(OC)c1OC (stereo not drawn) | 2.4 | 106.0 | 104.3 | 105.7 | 98.8 | 98.2 | 101.8 | -0.1
COc1ccc(N2CCCC2)c(NC(=O)c2ccc(Br)o2)c1 | 11.6 | 107.3 | 102.5 | 104.8 | 101.2 | 102.6 | 94.1 | 0.1
CCn1cc(CNC(=O)c2cc(-c3cc(OC)ccc3OC)nc3ccccc23)c(C)n1 | 14.5 | 94.1 | 93.5 | 94.6 | 89.3 | 100.8 | 87.7 | 0.5
O=C(CSc1ccc(-c2ccco2)nn1)NCc1ccc2c(c1)OCO2 | 45.3 | 100.3 | 103.9 | 110.5 | 107.3 | 99.7 | 96.7 | 0.0
Cc1ccc(C(=O)CCC(=O)Nc2ccc(C)cn2)cc1 | -0.5 | 94.3 | 101.8 | 105.0 | 107.0 | 97.0 | 114.8 | 0.0
Cc1ccc(NS(=O)(=O)c2cc(C(=O)N3CCN(CCO)CC3)ccc2C)cc1 | -1.5 | 91.7 | 96.2 | 88.0 | 92.0 | 93.8 | 92.8 | 0.2
Cc1ccccc1CS(=O)(=O)Cc1ccc(C(=O)N2CCOCC2)o1 | 6.3 | 102.2 | 110.1 | 96.1 | 85.4 | 110.0 | 101.9 | -0.4
COc1ccc(C)cc1NC(=O)CSc1ccc(-c2cccnc2)nn1 | 7.7 | 101.0 | 102.4 | 102.3 | 103.6 | 100.5 | 97.2 | 0.1
Cc1nc(NC(=O)/C=C/c2ccccc2)sc1C(=O)Nc1ccc(Cl)cc1 | 29.1 | 96.1 | 103.2 | 104.3 | 107.1 | 100.5 | 96.0 | 0.0
O=C(Nc1nc(-c2cccc([N+](=O)[O-])c2)cs1)c1cccc([N+](=O)[O-])c1C(=O)O | -2.2 | 94.3 | 100.8 | 100.3 | 105.0 | 94.9 | 106.5 | 0.0
CCCc1nnc(NC(=O)c2ccc(N3C(=O)C4C5C=CC(C5)C4C3=O)cc2)s1 (stereo not drawn) | 0.7 | 102.5 | 104.7 | 102.3 | 100.5 | 98.7 | 85.7 | 0.0

Whole records from above:
`O=C(Nc1nc(-c2cccc([N+](=O)[O-])c2)cs1)c1cccc([N+](=O)[O-])c1C(=O)O` across the screens: AHR activator: -2.2; CIT2 TOR yeast: 94.3; AGP1 TOR yeast: 100.8; MEP2 TOR yeast: 100.3; LAP4 TOR yeast: 105.0; RPL19A-GFP yeast: 94.9; CR mimetic SO: 106.5; Efflux pump mplx: 0.0
`CCCCCCCN1C(Nc2ccccc2)=NC[C@@H]1CC(C)C` across the screens: AHR activator: -1.1; CIT2 TOR yeast: 68.5; AGP1 TOR yeast: 76.0; MEP2 TOR yeast: 94.9; LAP4 TOR yeast: 110.3; RPL19A-GFP yeast: 93.3; CR mimetic SO: 112.6; Efflux pump mplx: 0.3
